TcdB GH inh: inhibitors of Clostridioides difficile toxin B glycohydrolase; actives 0.24% (n = 350,000); inhibition, % at 9.99 µM; AID 652162; TcdB glycohydrolase enzymatic assay, plate reader; P18177; in the data active = inhibition above about 10%
Target sequence (P18177 whole entry, looked up): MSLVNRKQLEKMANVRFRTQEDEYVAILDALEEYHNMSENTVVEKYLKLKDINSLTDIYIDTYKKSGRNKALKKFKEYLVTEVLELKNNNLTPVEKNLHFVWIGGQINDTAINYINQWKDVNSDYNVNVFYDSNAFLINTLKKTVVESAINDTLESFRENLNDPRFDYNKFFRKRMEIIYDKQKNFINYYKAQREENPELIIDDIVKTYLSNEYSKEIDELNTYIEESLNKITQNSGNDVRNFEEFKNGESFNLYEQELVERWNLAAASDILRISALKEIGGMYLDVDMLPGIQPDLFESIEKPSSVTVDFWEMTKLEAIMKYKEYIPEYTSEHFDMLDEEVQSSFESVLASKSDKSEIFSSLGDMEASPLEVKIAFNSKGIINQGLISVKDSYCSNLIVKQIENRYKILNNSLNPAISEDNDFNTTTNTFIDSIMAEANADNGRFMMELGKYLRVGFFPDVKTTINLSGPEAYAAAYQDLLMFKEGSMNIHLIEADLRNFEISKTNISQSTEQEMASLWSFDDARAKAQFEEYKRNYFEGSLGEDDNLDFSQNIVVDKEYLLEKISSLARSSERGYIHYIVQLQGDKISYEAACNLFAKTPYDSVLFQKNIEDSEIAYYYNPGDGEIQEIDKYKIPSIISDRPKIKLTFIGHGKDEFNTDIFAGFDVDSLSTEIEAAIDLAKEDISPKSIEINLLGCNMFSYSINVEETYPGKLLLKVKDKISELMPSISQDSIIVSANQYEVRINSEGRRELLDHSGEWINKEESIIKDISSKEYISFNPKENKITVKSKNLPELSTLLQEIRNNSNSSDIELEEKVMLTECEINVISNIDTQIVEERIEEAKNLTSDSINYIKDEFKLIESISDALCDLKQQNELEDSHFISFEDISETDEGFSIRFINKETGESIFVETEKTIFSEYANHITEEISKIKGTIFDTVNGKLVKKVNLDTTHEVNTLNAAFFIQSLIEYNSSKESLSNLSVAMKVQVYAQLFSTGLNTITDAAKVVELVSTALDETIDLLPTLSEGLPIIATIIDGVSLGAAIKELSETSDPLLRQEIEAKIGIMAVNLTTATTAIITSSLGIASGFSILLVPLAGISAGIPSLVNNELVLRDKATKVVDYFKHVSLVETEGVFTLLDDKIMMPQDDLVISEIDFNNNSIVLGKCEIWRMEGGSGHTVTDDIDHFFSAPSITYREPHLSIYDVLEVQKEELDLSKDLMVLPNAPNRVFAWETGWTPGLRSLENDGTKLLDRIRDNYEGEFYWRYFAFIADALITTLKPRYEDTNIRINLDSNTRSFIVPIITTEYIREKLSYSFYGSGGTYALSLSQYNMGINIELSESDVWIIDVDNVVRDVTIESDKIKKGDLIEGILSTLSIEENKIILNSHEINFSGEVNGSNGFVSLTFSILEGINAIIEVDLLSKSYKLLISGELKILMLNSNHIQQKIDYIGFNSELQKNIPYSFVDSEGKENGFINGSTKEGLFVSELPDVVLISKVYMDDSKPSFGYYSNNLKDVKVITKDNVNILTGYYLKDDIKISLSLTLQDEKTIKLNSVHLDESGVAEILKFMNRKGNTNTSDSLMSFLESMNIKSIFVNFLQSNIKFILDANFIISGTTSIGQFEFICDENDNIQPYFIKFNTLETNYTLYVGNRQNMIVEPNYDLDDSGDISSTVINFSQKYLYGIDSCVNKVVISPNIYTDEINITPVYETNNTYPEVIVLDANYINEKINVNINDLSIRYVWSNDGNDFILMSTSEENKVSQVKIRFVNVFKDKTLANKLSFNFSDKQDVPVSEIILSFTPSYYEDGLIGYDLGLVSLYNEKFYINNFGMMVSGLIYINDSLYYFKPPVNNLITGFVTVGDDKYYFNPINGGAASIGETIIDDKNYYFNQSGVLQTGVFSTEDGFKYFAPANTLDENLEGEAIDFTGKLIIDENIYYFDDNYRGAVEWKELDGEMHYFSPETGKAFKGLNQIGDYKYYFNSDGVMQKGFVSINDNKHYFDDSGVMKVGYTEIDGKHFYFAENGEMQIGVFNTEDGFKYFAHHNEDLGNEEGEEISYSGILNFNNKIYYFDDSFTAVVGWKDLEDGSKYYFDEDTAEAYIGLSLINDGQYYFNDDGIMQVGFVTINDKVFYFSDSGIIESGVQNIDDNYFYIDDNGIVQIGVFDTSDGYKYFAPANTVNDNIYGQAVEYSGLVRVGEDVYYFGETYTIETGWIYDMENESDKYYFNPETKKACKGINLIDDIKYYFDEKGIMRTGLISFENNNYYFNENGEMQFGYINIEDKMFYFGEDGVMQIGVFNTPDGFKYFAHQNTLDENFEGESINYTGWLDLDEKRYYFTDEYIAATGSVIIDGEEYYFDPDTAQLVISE
Active calls of the source: *. These rows are one share of the data; the hit share may differ from the screen's.

#	compound	TcdB GH inh
1	CCS(=O)(=O)N1CCCCN2[C@H](C1)[C@@H](c1ccc(-c3ccccc3C)cc1)[C@@H]2CO	1.1
2	C[C@@H]1CN([C@@H](C)CO)S(=O)(=O)c2ccc(C#CC3CCCCC3)cc2O[C@@H]1CN(C)C	-1.9
3	COCC(=O)Nc1ccc2c(c1)C(=O)N(C)C[C@@H](OC)[C@@H](C)CN(CCc1ccccc1)[C@H](C)CO2	1.1
4	COc1ccc(NC(=O)Nc2cccc3c2O[C@H](CN(C)C(=O)NC(C)C)[C@H](C)CN([C@@H](C)CO)C3=O)cc1	0.4
5	C[C@H]1CN([C@@H](C)CO)C(=O)c2cc(NC(=O)Cc3ccccc3)ccc2O[C@@H]1CN(C)Cc1ccccc1	-1.2
6	C[C@H](CO)N1C[C@H](C)[C@H](CN(C)C(=O)c2ccccc2)OCCCC[C@H](C)Oc2ccc(NS(=O)(=O)c3ccccc3)cc2C1=O	0.4
7	N#C[C@@H]1[C@@H](c2ccccc2)[C@H](CO)N1S(=O)(=O)c1ccc(-c2ccccc2)cc1	0.2
8	C[C@H]1CN([C@@H](C)CO)C(=O)c2cc(NC(=O)Nc3ccc(F)cc3)ccc2O[C@H]1CN(C)C(=O)Nc1cccc2ccccc12	0.8
9	O=C(C[C@@H]1CC[C@@H]2[C@H](COC[C@H](O)CN2C(=O)C2CC2)O1)NCc1ccccc1Cl	0.5
10	CCC(=O)N1CCCCN2[C@@H](CO)[C@@H](c3ccc(C#Cc4cccnc4)cc3)[C@@H]2C1	-7.4
11	CO[C@@H]1CN(C)C(=O)c2cc(NC(=O)c3nc4ccccc4s3)ccc2OC[C@@H](C)N(Cc2cccnc2)C[C@H]1C	0.8
12	Cc1noc(C)c1NC(=O)N(C)C[C@H]1Oc2ccc(NC(=O)c3ccncc3)cc2CC(=O)N([C@H](C)CO)C[C@H]1C	-0.1
13	C[C@@H]1CN([C@@H](C)CO)C(=O)c2cc(C#CCc3ccccc3)cnc2O[C@@H]1CN(C)Cc1cccnc1	-0.1
14	C[C@@H]1CN([C@H](C)CO)C(=O)c2cccc(NC(=O)Nc3ccc4c(c3)OCO4)c2O[C@H]1CN(C)S(=O)(=O)c1cn(C)cn1	-0.4
15	CN1C(=O)c2cc(NC(=O)NCc3ccccc3)ccc2OC[C@@H]2O[C@@H](CC(=O)O)CC[C@H]21	-1.3
16	O=C(c1ccc(F)cc1)N1CC[C@@H]2[C@H]1c1cc(C#Cc3ccc(F)cc3)ccc1N[C@@H]2CO	-1.1
17	C[C@@H]1CN([C@@H](C)CO)C(=O)c2cc(-c3ccccc3F)cnc2O[C@@H]1CN(C)Cc1cccc(F)c1	1.4
18	O=C(C[C@H]1CC[C@H](NS(=O)(=O)c2ccccc2)[C@H](CO)O1)NCCN1CCCCC1	0.4
19	C[C@H](CO)N1C[C@H](C)[C@H](CN(C)Cc2ccc3c(c2)OCO3)Oc2cc(C#CCN(C)C)ccc2S1(=O)=O	-12
20	O=C(C1CCCCC1)N1CC[C@@H]2[C@H]1c1cc(Br)ccc1N[C@@H]2CO	-0.3
21	COC(=O)C[C@H]1CC[C@H]2[C@@H](COc3ccc(NC(=O)C4CC4)cc3C(=O)N2C)O1	0.6
22	O=C(C1CCOCC1)N1CC(=O)N2[C@H](CO)[C@H](c3ccc(C#CC4CCCC4)cc3)[C@H]2C1	0.1
23	COCCNC(=O)C[C@H]1C[C@@H]2c3cc(NS(C)(=O)=O)ccc3O[C@@H]2[C@H](CO)O1	-0.4
24	C[C@@H]1CN([C@@H](C)CO)C(=O)c2cc(NC(=O)Nc3cccc4ccccc34)ccc2O[C@@H]1CN(C)Cc1ccc(-c2ccccc2)cc1	0.5
25	C[C@@H]1CN([C@H](C)CO)C(=O)c2cc(NS(=O)(=O)c3ccc(Cl)cc3)ccc2O[C@@H]1CN(C)Cc1ccc(C(=O)Nc2ccccc2N)cc1	0.3
26	CCCNC(=O)N1[C@H](CO)[C@@H](c2ccccc2)[C@H]1CNC(C)=O	-0.2
27	CC(=O)NC[C@@H]1[C@@H](c2ccc(-c3ccccc3F)cc2)[C@@H](CO)N1C(=O)C1CC1	1.0
28	COC(=O)[C@@]1(Cc2ccccc2CN=[N+]=[N-])N=C(c2ccc(OCCCO)cc2)O[C@H]1c1ccccc1N=[N+]=[N-]	0.9
29	O=S(=O)(N[C@H]1CC[C@@H](CCn2cc(C3CC3)nn2)O[C@@H]1CO)c1ccc(Cl)cc1	4.3
30	COCC(=O)N1CC2(CN(Cc3ccccc3)C2)c2c([nH]c3cc(OC)ccc23)[C@@H]1CO	2.1

2 records picked at random from the list so far, as already listed:
#	compound	TcdB GH inh
21	COC(=O)C[C@H]1CC[C@H]2[C@@H](COc3ccc(NC(=O)C4CC4)cc3C(=O)N2C)O1	0.6
27	CC(=O)NC[C@@H]1[C@@H](c2ccc(-c3ccccc3F)cc2)[C@@H](CO)N1C(=O)C1CC1	1.0

Next part:
#	compound	TcdB GH inh
31	C[C@@H]1CN([C@@H](C)CO)C(=O)c2cc(NS(=O)(=O)c3cn(C)cn3)ccc2O[C@@H](C)CCCCO[C@H]1CN(C)CC1CC1	0.2
32	CO[C@H]1CN(C)C(=O)c2cc(NC(=O)c3cnccn3)ccc2OC[C@H](C)N(CC2CC2)C[C@@H]1C	0.2
33	COCC(=O)N1CC(=O)N2[C@H](C1)[C@@H](c1ccc(C#Cc3cccc(OC)c3)cc1)[C@@H]2CO	-0.2
34	O=C(C[C@H]1CC[C@H]2[C@@H](COC[C@@H](O)CN2CC2CCCC2)O1)NCc1ccc(Cl)cc1	0.0
35	C/C=C/c1cnc2c(c1)C(=O)N([C@@H](C)CO)C[C@H](C)[C@@H](CN(C)C(=O)Cc1ccccn1)O2	-0.4
36	O=C(Nc1ccc(F)cc1)N[C@@H]1CC[C@H](CCn2cc(-c3ccc(F)cc3)nn2)O[C@@H]1CO	-1.4
37	C[C@@H]1CN([C@H](C)CO)C(=O)c2cc(NS(C)(=O)=O)ccc2O[C@@H]1CN(C)C(=O)Nc1ccccc1	1.2
38	Cc1noc(C)c1S(=O)(=O)N(C)C[C@@H]1Oc2ccc(NC(=O)Nc3ccc(F)cc3)cc2CC(=O)N([C@@H](C)CO)C[C@@H]1C	-14
39	COc1ccccc1CNC(=O)C[C@H]1CC[C@@H]2[C@H](COc3ccc(NS(=O)(=O)c4ccc(C)cc4)cc3C(=O)N2C)O1	0.2
40	COc1ccccc1C#Cc1cnc2c(c1)C(=O)N([C@H](C)CO)C[C@H](C)[C@H](CN(C)S(=O)(=O)c1cn(C)cn1)O2	-1.5
41	O=C(C1CC1)N1C[C@@H]2[C@H](c3ccccc31)[C@@H](CO)N2C(=O)c1ccccn1	-0.1
42	C[C@H]1CCCCO[C@@H](CN(C)Cc2ccc(C(F)(F)F)cc2)[C@@H](C)CN([C@@H](C)CO)C(=O)c2cc(NC(=O)NC3CCCCC3)ccc2O1	-0.4
43	COc1ccccc1CNC(=O)C[C@@H]1C[C@@H]2c3cc(NC(=O)Cc4ccncc4)ccc3O[C@@H]2[C@H](CO)O1	-0.5
44	CCCC(=O)Nc1ccc2c(c1)OC[C@@H](C)N(C(=O)CC1CC1)C[C@H](C)[C@@H](OC)CN(C)C2=O	-0.7
45	COc1ccc(CN(C)C[C@H]2OCCCC[C@H](C)Oc3ccc(NC(=O)C4CCCCC4)cc3C(=O)N([C@@H](C)CO)C[C@H]2C)cc1	-4.6
46	C[C@H](CO)N1C[C@H](C)[C@H](CN(C)C(=O)Nc2ccc(F)cc2)Oc2c(NC(=O)Nc3ccc(C(F)(F)F)cc3)cccc2C1=O	0.0
47	C[C@@H](NC(=O)C[C@H]1C[C@H]2c3cc(NS(=O)(=O)c4ccc(F)cc4)ccc3O[C@H]2[C@H](CO)O1)c1ccccc1	-0.4
48	O=C(Cc1ccccn1)N[C@H]1CC[C@@H](CCNS(=O)(=O)c2cccc(F)c2)O[C@H]1CO	-2.9
49	Cc1cccc(-c2ccc([C@H]3[C@H](CO)N4CCCCN(S(=O)(=O)c5cn(C)cn5)C[C@@H]34)cc2)c1	-0.1
50	COc1ccc(S(=O)(=O)N(C)C[C@H]2Oc3ccc(NC(=O)C4CC4)cc3C(=O)N([C@@H](C)CO)C[C@H]2C)cc1	-6.0
51	C[C@H]1CCCCO[C@H](CN(C)Cc2ccc(Cl)c(Cl)c2)[C@@H](C)CN([C@@H](C)CO)C(=O)c2cc(NC(=O)Nc3ccc(C(F)(F)F)cc3)ccc2O1	0.2
52	COc1cccc(S(=O)(=O)N[C@H]2CC[C@H](CCn3cc(-c4ccccc4OC)nn3)O[C@@H]2CO)c1	0.6
53	C[C@@H]1CN([C@H](C)CO)C(=O)c2cc(NC(=O)Cn3cnnn3)ccc2O[C@H]1CN(C)Cc1ccc(Cl)c(Cl)c1	-0.1
54	COc1cccc(CNC(=O)C[C@@H]2CC[C@@H](NC(=O)C3CCC3)[C@@H](CO)O2)c1	-0.1
55	COc1cccc(-c2ccc([C@H]3[C@H](C#N)N(C(=O)c4ccccn4)[C@H]3CO)cc2)c1	-0.7
56	COc1ccc(NC(=O)N(C)C[C@@H]2Oc3ncc(C#CC(C)C)cc3C(=O)N([C@H](C)CO)C[C@H]2C)cc1	1.1
57	COc1cccc(S(=O)(=O)Nc2ccc3c(c2)OC[C@H](C)NC[C@@H](C)[C@@H](OC)CN(C)C3=O)c1	1.4
58	CCCN1C[C@H](C)[C@H](OC)CN(C)C(=O)c2cc(NC(=O)c3cccc(F)c3)ccc2OC[C@@H]1C	-0.5
59	C[C@@H]1CN([C@H](C)CO)C(=O)c2cc(NC(=O)Nc3ccc4c(c3)OCO4)ccc2O[C@@H](C)CCCCO[C@@H]1CN(C)Cc1ccncc1	0.6
60	O=C(C[C@H]1CC[C@@H](NC(=O)CC2CC2)[C@@H](CO)O1)NCc1ccccc1	-0.9

A draw from above in order of count of non-hydrogen atoms, falling.
#	compound	TcdB GH inh
59	C[C@@H]1CN([C@H](C)CO)C(=O)c2cc(NC(=O)Nc3ccc4c(c3)OCO4)ccc2O[C@@H](C)CCCCO[C@@H]1CN(C)Cc1ccncc1	0.6
56	COc1ccc(NC(=O)N(C)C[C@@H]2Oc3ncc(C#CC(C)C)cc3C(=O)N([C@H](C)CO)C[C@H]2C)cc1	1.1
58	CCCN1C[C@H](C)[C@H](OC)CN(C)C(=O)c2cc(NC(=O)c3cccc(F)c3)ccc2OC[C@@H]1C	-0.5
55	COc1cccc(-c2ccc([C@H]3[C@H](C#N)N(C(=O)c4ccccn4)[C@H]3CO)cc2)c1	-0.7
54	COc1cccc(CNC(=O)C[C@@H]2CC[C@@H](NC(=O)C3CCC3)[C@@H](CO)O2)c1	-0.1
60	O=C(C[C@H]1CC[C@@H](NC(=O)CC2CC2)[C@@H](CO)O1)NCc1ccccc1	-0.9

Following part
#	compound	TcdB GH inh
61	CC(C)NC(=O)Nc1ccc2c(c1)CC(=O)N([C@@H](C)CO)C[C@@H](C)[C@H](CN(C)S(=O)(=O)c1ccc(Cl)cc1)O2	0.1
62	O=C(C[C@@H]1C=C[C@H](NS(=O)(=O)c2ccc(F)cc2)[C@@H](CO)O1)NCCN1CCCCC1	-0.7
63	C/C=C/c1cnc2c(c1)C(=O)N([C@H](C)CO)C[C@@H](C)[C@@H](CN(C)Cc1ccccc1)O2	0.3
64	COc1ccc(-c2ccc3c(c2)[C@H]2[C@H](CCN2S(=O)(=O)c2ccc(OC)cc2)[C@H](CO)N3C)cc1	0.4
65	C[C@H](CO)N1C[C@H](C)[C@@H](CN(C)Cc2ccc(-c3ccccc3)cc2)Oc2c(NS(=O)(=O)c3ccc(Cl)cc3)cccc2C1=O	1.0
66	CC(C)NC(=O)Nc1ccc2c(c1)C(=O)N([C@H](C)CO)C[C@@H](C)[C@@H](CN(C)S(=O)(=O)c1ccccc1)OCCCC[C@H](C)O2	0.0
67	C[C@H](CO)N1C[C@H](C)[C@@H](CN(C)Cc2ccc(C(F)(F)F)cc2)OCCCC[C@H](C)Oc2ccc(NC(=O)c3ccncc3)cc2C1=O	-9.1
68	COc1ccc(CN(C)C[C@H]2Oc3ccc(NC(=O)Cc4cn(C)c5ccccc45)cc3C(=O)N([C@@H](C)CO)C[C@@H]2C)cc1	-0.2
69	CN1CCN(C(=O)C[C@@H]2CC[C@H]3[C@@H](COC[C@H](O)CN3Cc3ccc(Oc4ccccc4)cc3)O2)CC1	-1.2
70	C[C@H]1CN([C@@H](C)CO)C(=O)Cc2cc(NC(=O)Nc3ccc(F)cc3)ccc2O[C@@H]1CN(C)Cc1ccccc1	-0.4
71	O=C(NCCc1ccncc1)[C@H]1[C@H](CO)[C@H]2Cn3c(ccc(-c4ccc(F)cc4)c3=O)[C@@H]1N2	0.4
72	COC(=O)c1ccc(CN2CC(=O)N3[C@@H](CO)[C@H](c4ccc(-c5cccnc5)cc4)[C@@H]3C2)cc1	0.2
73	O=C(C[C@@H]1CC[C@H]2[C@@H](COC[C@H](O)CN2C(=O)Nc2ccc(Cl)c(Cl)c2)O1)NCc1ccc(Cl)cc1	0.1
74	O=C(C[C@@H]1CC[C@@H](NS(=O)(=O)c2ccccc2)[C@@H](CO)O1)NCc1ccncn1	0.2
75	C/C=C/c1ccccc1[C@@H]1[C@@H](CO)N(C(=O)c2cccnc2)[C@H]1C#N	0.4
76	COc1ccc(S(=O)(=O)N(C)C[C@H]2Oc3c(NS(=O)(=O)c4ccc(C)cc4)cccc3C(=O)N([C@H](C)CO)C[C@H]2C)cc1	0.4
77	CO[C@H]1CN(C)C(=O)c2cc(NC(=O)C3CC3)ccc2OC[C@H](C)N(Cc2cccc(F)c2)C[C@H]1C	0.4
78	Cc1cccc(S(=O)(=O)N(C)C[C@@H]2OCc3ccccc3-c3ccccc3C(=O)N([C@H](C)CO)C[C@@H]2C)c1	0.7
79	COc1ccc(NC(=O)Nc2ccc3c(c2)C(=O)N([C@H](C)CO)C[C@H](C)[C@@H](CN(C)C(=O)c2ccccc2)OCCCC[C@H](C)O3)cc1	0.3
80	O=C(Nc1cccc(Cl)c1)N1C[C@H]2[C@@H](c3ccccc31)[C@@H](CO)N2C(=O)C1CC1	1.4

Source: PubChem
